S3 lipid droplet – qHTS Assay for Lipid Storage Modulators in Drosophila S3 Cells | Drosophila S3 cells, BODIPY lipid droplet fluorescence, 18-24 h; cells fed with added oleic acid | lipid storage change, negative = inhibition, % at the top dose, mostly 46.1 µM; hits show Potency in µM | actives 0.64% (n = 320,000); active = well fitted inhibition curve with a large enough effect in the signal ratio, with a control signal flat, not every such curve was filed as active; inconclusive = small, poorly fitted or top-dose-only effect, or effect the other way, or a change in a side signal; the % refers to the signal ratio
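Drosophila S3 cells got compounds at several concentrations plus oleic acid (400 uM solution). Laser-scanning cytometry with 488 nm excitation read lipid droplets at 500-530 nm and cells at 575-640 nm. Percent activity was relative to 20 uM Triacsin C.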
S3 lipid droplet cell count max – second read-out of S3 lipid droplet, no call of its own (marks repeat the call); cell number change, %; measured here: cell count max response;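 cells counted by Cell Tracker Red CMTPX staining in the red channel; peak over a dose series mostly up to 46.1 µM; percent activity relative to internal control wells on each plate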
* hit, by the source's call; i = inactive; ? = inconclusive; . = not tested or not shown. % is set by controls: 0 for no effect and ±100 for the full control effect; potency is the fitted concentration of half-maximal effect.

SMILES	S3 lipid droplet	S3 lipid droplet cell count max
O=C(O)Cc1ccc(C(=O)c2ccc(Cl)cc2)s1	?	.
Cn1c(Cl)cnc1C(O)(c1ccccc1)c1ccccc1	-6%	8
N#Cc1c[nH]n2c(=O)c3c(nc12)CCC3	?	.
O=C(O)CCC(=O)NNC(=O)c1ccc([N+](=O)[O-])cc1	-15%	1
NC(N)=Nc1nc(CCN2C(=O)c3ccccc3C2=O)cs1	29%	-4
O=C(CC1CCC1)NC(c1ccccc1)c1ccccc1	?	.
COc1ccc(/C=N/NC(=O)C(C)Sc2ccccn2)cc1[N+](=O)[O-] (stereo not given)	0%	0
COc1cc(C#N)c(NC(=O)CN2CCN(CCO)CC2)cc1OC	?	.
CN(C)S(=O)(=O)c1ccc(C(=O)Nc2nnc(SCc3cccc4ccccc34)s2)cc1	?	.
COc1cc(/C=C2\NC(=S)N(C)C2=O)ccc1OCc1ccccc1F	?	.
CCOc1ccc(OCc2ccc(C(=O)NCc3ccncc3)o2)cc1	?	.
COc1ccc(S(=O)(=O)N2CCN(C/C=C/c3ccccc3)CC2)cc1NC(C)=O	-13%	-18
Cc1ccc(OCC(=O)NCCNC(=O)c2ccncc2)cc1	?	.
CCOCCCNC(=O)C(NC(=O)Cc1c[nH]c2ccccc12)c1ccc(OC)cc1 (stereo not given)	?	.
CCn1cc(-c2csc(N)n2)c(C)n1	-16%	-9
CN(CCOc1ccccc1)S(=O)(=O)c1ccc2oc3ccccc3c2c1	-3%	-26
O=C(Nc1ccc(F)cc1F)c1cc2ncc(CCCl)cn2n1	?	.
CCOc1ccc(S(=O)(=O)N(CC)CC(=O)NCc2ccco2)cc1C	19%	9
Cc1ccccc1-n1nc(C)c2cc(C(=O)N3CCN(S(=O)(=O)c4ccc(Cl)cc4)CC3)sc21	0%	-4
COc1cc2c(c(OC)c1OC)-c1ccc(N(C)CC(OC)OC)c(=O)cc1[C@@H](NC(C)=O)CC2	4%	15
O=C(Nc1ccncc1)c1cc(S(=O)(=O)N2CCN(c3ccccc3)CC2)ccc1Cl	?	.
Cc1nc2c3ccccc3nc(NNC(=O)CCC(=O)NCCN3CCN(c4ccccc4F)CC3)n2n1	i	.
Cc1nn(CCC(=O)NNC(=S)NCC(C)C)c(C)c1Br	?	.
COc1ccc(-c2cn3cc(C(=O)NN)ccc3n2)cc1	4%	0
OCCC1CN(Cc2cnc(-c3ccccc3)s2)CCN1C1CCCCC1 (stereo not given)	23%	12
The results go on.
SMILES	S3 lipid droplet	S3 lipid droplet cell count max
O=C(O)C1(c2ccccc2)CCN(S(=O)(=O)c2ccc(Cl)cc2)CC1	?	.
Cc1nnsc1-c1nc2ccccc2[nH]1	9%	-17
CC(=O)N(c1nc(CCl)cs1)c1c(C)cc(C)cc1C	?	.
O=C(NCCc1ccc(Cl)cc1)c1nnc(Cc2ccc(Cl)cc2)o1	?	.
Cc1cc(C(=O)OCC(=O)Nc2nnc(C(C)C)s2)c2ccccc2n1	-4%	8
N#CCCN(C(=O)COC(=O)c1ccc2c(=O)n3c(nc2c1)CCC3)c1ccccc1	15%	.
Cc1cc(C)cc(NC(=O)Cn2cc(C=O)c3ccccc32)c1	?	.
CC(C)COCC(O)CCC(=O)NNC(=S)Nc1ccccc1 (stereo not given)	?	.
Cc1cc(OCc2cc(C(=O)N(C)CCc3cnn(C)c3)no2)cc(C)c1Cl	21%	38
COCC(C)OC(=O)c1c(N)n(CCCN2CCOCC2)c2nc3ccccc3nc12 (stereo not given)	?	.
CCOC(=O)C1CCN(Cc2nnc(-c3ccccc3C)o2)CC1	0%	15
CCCOc1ccc(CC(=O)N/N=C\c2ccc(F)cc2)cc1	?	.
COc1cc2c(cc1OC)-c1cc(Nc3ccccc3C)nc(=O)n1CC2	-15%	-4
Nn1c(SCC(=O)Nc2ccccc2)nnc1-c1cccnc1	i	.
CCCN1CCN(C(c2cc3cc4c(cc3[nH]c2=O)OCO4)c2nnnn2C(C)(C)C)CC1 (stereo not given)	?	.
CCc1ccc(NC(=O)N(CCN2CCOCC2)Cc2ccc3c(c2)CCCN3CC)cc1	?	.
O=C(CN1C2=NCCCN2c2ccccc21)c1cccc(Br)c1	?	.
OCC1(c2cc(C(F)(F)F)n[nH]2)CCCCC1	-8%	1
O=C(Nc1ccc(F)cc1)C1CCC(N2C(=O)c3ccccc3C2=O)CC1 (stereo not given)	i	-8
COCC(C)n1c(C)cc(C(=O)CSc2nnnn2-c2ccc(O)cc2)c1C (stereo not given)	-22%	-10
CCOC(=O)C1=C(C)SC2=NS(=O)(=O)CCN21	?	.
COc1ccccc1C(=O)NCCOc1ccc(C(C)(C)C)cc1	?	.
c1ccc(-c2cccc(-c3ccccn3)n2)nc1	6%	-11
N#Cc1c(F)cccc1NCc1cccs1	?	.
CCc1noc(C)c1C(=O)NNC(=O)c1nn(CC)c(=O)c2ccccc12	-1%	6
Later entries
SMILES	S3 lipid droplet	S3 lipid droplet cell count max
COC(=O)C1C(=O)C2=C(CC1C)Nc1ccccc1NC2c1cccs1 (stereo not given)	16%	10
Cc1ccccc1CSc1nnc(C)c(=O)[nH]1	i	.
Cc1cc(N=NC(=O)c2ccccc2O)c2ccccc2c1O	3%	4
CC(=O)c1ccc(NC(=O)c2ccc3c(Cl)c4c(nc3c2)CCCC4)cc1	?	.
CCOc1ccc(/C=C2\SC(=S)N(NS(=O)(=O)c3ccc(C)cc3)C2=O)cc1OC	?	.
CC(C)(C)c1cc(C(=O)Nc2ccccc2)ccn1	5%	-2
CCn1ccc(C(=O)Nc2ccc(S(=O)(=O)Nc3ccccc3OC)cc2)n1	?	.
COCCNc1nc(-c2ccccc2)nc2ccccc12	3%	-1
Cc1ccc(Cl)cc1NC(=O)COC(=O)CC1CCCCC1	?	.
C=CCn1c(SCCC)nc2sc3c(c2c1=O)CCc1ccccc1-3	11%	-10
Nc1nnc(SCC(=O)NNC(=O)c2ccccc2)s1	-15%	4
CCc1cc(-c2nc(N)ncc2-c2csc(C)n2)c(O)cc1OC	-2%	-1
O=C(NCc1ccccc1)c1cc(=O)nc2sc(-c3ccccc3)nn12	19%	-1
Cc1ccc(C)c(OCC(=O)Nc2cccc(S(=O)(=O)NC3=NCCCCC3)c2)c1	?	.
COc1ccc(S(=O)(=O)N2CCC3(CC2)CC(=O)c2ccccc2O3)cc1	?	.
O=C(CCNS(=O)(=O)c1ccccc1F)NC1CCCCCC1	i	1
COc1cc(CN(C)Cc2cc(=O)oc3cc(C)c(Cl)cc23)ccc1OC(F)F	?	.
COc1c(C)cccc1C(=O)NCCCNC(=O)c1ccc(C)nc1	?	.
CCOP(=O)(OCC)/C(C#N)=C(\O)c1ccc(OC)cc1	12%	-3
NC(=O)C1=CN(Cc2ccc(Cl)cc2)CCC1C(F)(F)F (stereo not given)	9%	18
Cc1cccc2sc(N(CCN(C)C)C(=O)c3cc(Cl)sc3Cl)nc12	-7%	-21
CCCCn1c(SCC(=O)N2CCOCC2)nc2c1c(=O)n(C)c(=O)n2C	i	5
CCN(CC)C1CCN(C(=O)CCc2nnc(CCc3ccccc3)o2)C1 (stereo not given)	1%	2
Cc1cc(C)cc(NC(=O)CSc2ccc(-c3ccco3)nn2)c1	i	-12
COc1ccc(-n2c(SCC(=O)Nc3ncc(Cl)cc3Cl)nc3ccccc32)cc1	?	.

4 of the compounds above, field by field.
canonical_smiles: NC(=O)C1=CN(Cc2ccc(Cl)cc2)CCC1C(F)(F)F (stereo not given)
  S3 lipid droplet: 9%; S3 lipid droplet cell count max: 18

canonical_smiles: O=C(NCc1ccccc1)c1cc(=O)nc2sc(-c3ccccc3)nn12
  S3 lipid droplet: 19%; S3 lipid droplet cell count max: -1

canonical_smiles: CC(=O)c1ccc(NC(=O)c2ccc3c(Cl)c4c(nc3c2)CCCC4)cc1
  S3 lipid droplet: ?; S3 lipid droplet cell count max: .

canonical_smiles: COc1c(C)cccc1C(=O)NCCCNC(=O)c1ccc(C)nc1
  S3 lipid droplet: ?; S3 lipid droplet cell count max: .

The list continues:
SMILES	S3 lipid droplet	S3 lipid droplet cell count max
CN(Cc1ccccc1)C1=CC(=[N+]2CCCC2)CC(C)(C)C1	?	.
CN(c1ccccc1)c1nc2ccsc2c(=O)s1	i	.
CC1CCCN(C(=O)c2ccc3c(=O)n(Cc4ccc5c(c4)OCO5)c(=S)[nH]c3c2)C1 (stereo not given)	?	.
CC(C)(C)c1ccc(C(=O)CS(=O)(=O)c2ccccc2)cc1	?	.
COc1cc(C(=O)O)ccc1Cl	?	.
CN(Cc1ccccc1)C(=O)c1[nH]cnc1C(=O)Nc1cccc(Cl)c1	?	.
Cc1cccn2c(=O)c3cc(C(=O)NC4CCCCC4)n(C)c3nc12	?	.
COC(=O)c1ccc(CSc2nnc(NC(C)C)s2)cc1	-4%	.
CCN1CCN(CCCNC(=O)C2CCN(c3nnc(-n4cccc4)s3)CC2)CC1	i	.
CSC(=NC#N)N1CCN(c2cccc(Cl)c2)CC1	-5%	.
CC(=O)Nc1ccc(S(=O)(=O)N2CCC(Oc3ccc(-n4cnnn4)cc3)CC2)cc1	?	.
COCC(=O)Nc1ccc(Nc2ccccc2)cc1	i	.
Cc1nnc(SC(C)C(=O)NCC2CCCO2)n1-c1ccccc1 (stereo not given)	17%	5
CCN(CC)CC(C)(C)NS(=O)(=O)c1ccc(Cl)cc1	-13%	-3
O=C(NC(Cc1ccccc1)C(=O)O)NC12CC3CC(CC(C3)C1)C2 (stereo not given)	8%	9
COc1cc(C(=O)OC(C)C(=O)Nc2ccc3c(c2)OCO3)ccc1OCc1c(C)noc1C (stereo not given)	?	.
Cc1nn(CC(=O)N2CCOCC2)c(=O)c2c1sc1ccccc12	?	.
Cc1ccc(-c2n[nH]c(=O)c3ccccc23)cc1N	?	.
O=C(Nc1ccccc1O)c1ccc(C(=O)c2ccccc2)o1	-20%	14
COC(=O)c1ccccc1NC1=C/C(=N\S(=O)(=O)c2ccc(C(=O)O)cc2)c2ccccc2C1=O	?	.
Cc1cc(C)n(-c2ccc(C(=O)Nc3sccc3C(N)=O)cc2)n1	?	.
COc1ccc(NC(=O)c2ccc(F)c(F)c2)c2ccccc12	-6%	2
COc1ccc(N(C)S(=O)(=O)c2cccc3nsnc23)cc1	-24%	.
NC(=O)CCn1nc(-c2ccc(Cl)cc2)c2ccccc2c1=O	i	4
CCCCc1cc2c(c(NC(C)=O)n1)c(=O)oc1ccccc12	?	.
Remaining list, next part
SMILES	S3 lipid droplet	S3 lipid droplet cell count max
CC1(C)OC(C)(C)/C(=C/Nc2ccccc2)C1=O	?	.
COc1cc(NC(=O)CCCNC(=O)Cn2cnc3sc4c(c3c2=O)CCCC4)cc(OC)c1OC	?	.
Nc1c(C(=O)O)sc2nc(-c3ccc(F)cc3)cc(-c3ccccc3)c12	?	.
CSc1n[nH]c(NCc2cccs2)n1	?	.
CCCc1c(C)nc2ccc(OC)cc2c1SCCC(=O)O	11%	-7
COc1ccc(-n2c(Cc3cccn3C)nnc2SCC(=O)Nc2cc(C)cc(C)c2)cc1	?	.
COc1cc(NC(=O)c2cc(-c3ccc(C)cc3)on2)cc(OC)c1OC	-25%	-20
Cc1ccc(NC(=O)COC(=O)CN2C(=O)NC(C)(C)C2=O)cc1S(=O)(=O)N1CCOCC1	?	.
O=C(CCNC(=O)c1ccco1)Nc1cccc(C(F)(F)F)c1	?	.
O=C(Cc1ccccc1)Nc1ccc2[nH]ncc2c1	?	.
CCCC(=O)N(Cc1cccnc1)c1nc2c(OC)ccc(Cl)c2s1	?	.
Cc1ccn2c(NC3CCCC3)c(-c3ccncc3)nc2c1	15%	.
CC(=O)c1ccccc1OCCOCCOc1ccccc1C(C)=O	?	.
COc1ccc(NC(=O)CN(C)S(=O)(=O)c2ccc3c(c2)CC(C)N3C(C)=O)cc1OC (stereo not given)	i	-9
O=C(N/N=C/c1c(Cl)[nH]c2ccccc12)c1ccc2c(c1)OCCO2	?	.
CC(C)(C)c1csc(SCC(=O)Nc2ccc(Cl)cn2)n1	?	.
O=C(Cn1[nH]c(=O)c2ccccc2c1=O)OCC(=O)c1ccccc1Cl	14%	-9
Cc1nc(SCC(=O)NC2CCCC2)[nH]c(=O)c1C	i	.
Cc1ccc(NC(=S)NN2CCOCC2)c(C)c1	13%	13
Cc1nn(-c2ccccc2)c(OC(=O)c2cccs2)c1S(=O)(=O)c1ccccc1	-8%	-11
Cc1ccc(S(=O)(=O)/N=C(/Nc2ccccn2)c2ccc(Cl)cc2)cc1	-5%	-1
COCCn1nnnc1C(CC(C)C)N1CCN(c2nc3ccccc3s2)CC1 (stereo not given)	4%	.
CC(C)n1nnnc1SCC(=O)Nc1ccc2c(c1)OCCO2	?	.
COc1ccc(C=O)cc1Cn1ccnc1C	-7%	-21
COc1ccc(NC(=O)NCCN2CCCCC2)cc1	i	8
NC(=O)C1(N2CCCCC2)CCN(CC(=O)Nc2ccccc2Sc2ccccc2)CC1	7%	-24
C(=C\c1ccccc1)/C=N/Nc1nc2ccccc2s1	?	.
COc1ccc(-c2nnc(SCC(=O)NC3CCCCC3)o2)cc1OC	?	.
OCCNc1nc(N2CCCCC2)nc2ccccc12	9%	.
COc1cccc(NC(=O)COc2nc3ccccc3nc2C)c1	?	.

Among those listed so far, these contain a furan ring, fused or not.
SMILES	S3 lipid droplet	S3 lipid droplet cell count max
CCOc1ccc(OCc2ccc(C(=O)NCc3ccncc3)o2)cc1	?	.
CN(CCOc1ccccc1)S(=O)(=O)c1ccc2oc3ccccc3c2c1	-3%	-26
CCOc1ccc(S(=O)(=O)N(CC)CC(=O)NCc2ccco2)cc1C	19%	9
Cc1cc(C)cc(NC(=O)CSc2ccc(-c3ccco3)nn2)c1	i	-12
O=C(Nc1ccccc1O)c1ccc(C(=O)c2ccccc2)o1	-20%	14
O=C(CCNC(=O)c1ccco1)Nc1cccc(C(F)(F)F)c1	?	.

Screening results as filed in PubChem BioAssay.

These rows are one share of the data (hit frequency here may not be typical).
